POLK inh = blocks human DNA polymerase kappa activity. Potency, µM (titrated, usually from 107 µM), for inactives: top-dose activity, negative = inhibition, usual class: inhibitors. AID 588579. purified Pol kappa, fluorescent DNA synthesis assay, 10 min. Q9UBT6. 400,000 tested, 0.53% active; further: potency means the concentration at half of the fitted maximal effect; on the % scale 0 is the no-effect control and ±100 the full control effect
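Enzyme at 10 nM met test compounds for 15 min at room temperature. Substrate addition (50 nM final) began the reaction, which was monitored by fluorescence at 0 and 10 min.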
BLM helicase inh = blocks DNA unwinding by human BLM helicase; P54132; recombinant BLM DNA unwinding, fluorescence dequenching; Potency, µM (series often up to 56.1 µM), inactives show top-dose activity change, negative = inhibition, most hits filed as inhibitors; 350,000 tested, 0.2% active; AID 2528;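 further: potency means the concentration at half of the fitted maximal effect; plate controls were vehicle for no effect and no enzyme for full effect; nearly all actives have a fitted effect of over 35% in size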
ERG-DNA inh = inhibitors of human ERG Ets domain-DNA interaction. fluorescence polarization, His-ERG Ets domain / labelled DNA. Potency, µM (series often up to 76.9 µM), for the others: at the top dose FP activity, negative = inhibition, hits mostly inhibitors. 370,000 tested, 0.028% active. AID 624246; active means well fitted inhibition curve with a large enough effect in the polarisation, with a control signal flat; inconclusive means small, poorly fitted or top-dose-only effect, or effect the other way, or a change in a side signal; inactive means no such curve, though single readings can be large or run the other way; the % refers to the polarisation;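 further: polarization taken with two DNA probes labelled with fluorescein and Texas red; potency means the concentration at half of the fitted maximal effect; % of control where 0% means no effect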
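His-tagged ERG Ets domain (1 uM in the protein solution; 300mM KCl, 50mM Tris-HCl, 1mM EDTA, 1mM DTT, pH 7.5) received compound, then a probe mix of 5 nM fluorescein-DNA and 100nM Texas-615-DNA. Fluorescence polarization was read for both dyes.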
POLI inh = inhibitors of human DNA polymerase iota | Potency, µM (top dose mostly 115 µM), inactives show at the highest dose activity, negative = inhibition, actives largely listed as inhibitors | Q9UNA4 | 390,000 tested, 1% active | Pol iota fluorescent replication assay, 10 min; further: potency means the concentration at half of the fitted maximal effect
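Fluorescent replication assay read twice, at 0 min and 10 min after adding 50 nM (final) substrate. Enzyme (10 nM) and compounds were first incubated 15 min at room temperature; enzyme-free buffer wells were negative controls.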
12-LOX inh = ALOX12 (human) lipoxygenase inhibition; purified 12hLO, xylenol orange hydroperoxide absorbance; Potency, µM (doses to about 108 µM), without a hit: top-dose activity change, negative = inhibition, usual class: inhibitors; 580,000 tested, 1.1% active; further: potency means the concentration at half of the fitted maximal effect; on the % scale 0 is the no-effect control and ±100 the full control effect
Target sequence (P18054 whole entry, looked up): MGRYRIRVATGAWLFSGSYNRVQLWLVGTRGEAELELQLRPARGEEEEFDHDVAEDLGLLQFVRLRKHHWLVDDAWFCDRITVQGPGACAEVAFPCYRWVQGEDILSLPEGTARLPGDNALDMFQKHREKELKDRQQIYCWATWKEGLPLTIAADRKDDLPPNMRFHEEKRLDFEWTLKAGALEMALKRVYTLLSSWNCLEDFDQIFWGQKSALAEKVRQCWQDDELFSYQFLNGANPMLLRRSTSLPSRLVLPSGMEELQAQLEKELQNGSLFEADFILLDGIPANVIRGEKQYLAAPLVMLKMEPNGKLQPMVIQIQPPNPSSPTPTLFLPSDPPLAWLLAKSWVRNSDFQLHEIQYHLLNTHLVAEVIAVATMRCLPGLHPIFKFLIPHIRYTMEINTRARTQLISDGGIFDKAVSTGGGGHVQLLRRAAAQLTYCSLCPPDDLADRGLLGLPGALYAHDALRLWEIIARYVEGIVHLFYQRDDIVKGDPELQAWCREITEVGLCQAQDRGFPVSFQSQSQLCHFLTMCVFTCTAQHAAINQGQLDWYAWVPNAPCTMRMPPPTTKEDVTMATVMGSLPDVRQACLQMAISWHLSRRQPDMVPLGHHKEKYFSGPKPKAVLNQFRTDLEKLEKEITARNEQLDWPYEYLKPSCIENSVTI
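Purified human 12hLO (150 nM final) in 25 mM Hepes, 0.01% Triton X-100, pH 7.0 was preincubated 15 min at room temperature with compound. Then 40 uM arachidonic acid was added, 30 min. Hydroperoxide was read by Fe-XO absorbance ratio 573/405 nm.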
POLB inh = blocks human DNA polymerase beta activity; P06746; Pol beta primer extension/strand displacement, fluorescence kinetic; Potency, µM (titrated, usually from 114 µM), without a hit: at the top dose activity change, negative = inhibition, most hits filed as inhibitors; 340,000 tested, 1.3% active; further: potency means the concentration at half of the fitted maximal effect; on the % scale 0 is the no-effect control and ±100 the full control effect
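Pol beta (10 nM) was preincubated with compound for 15 min at room temperature. The reaction was then started with 50 nM substrate and read immediately and after a further 10 min at room temperature.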
TRHR agonist = agonists of human TRH receptor; TRHR cells, calcium flux fluo-8, FDSS agonist mode; activation, % at 2 µM; AID 493084; P34981; 360,000 tested, 0.18% active; in the data active means activation above about 30%; further: 0% is about no effect
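TRHR-expressing cells, plated overnight in medium with 10% serum, were loaded with fluo-8 calcium dye at room temperature. After a 10 s baseline, library compound was pin-added and calcium release was recorded kinetically (ex 480/em 530) as agonist response.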
Anesthetic bind = candidate novel general anesthetic via apoferritin binding. AID 485281. P02791. Potency, µM (doses to about 77.5 µM), for inactives: at the highest dose activity change, negative = displacement, usual class: inhibitors. apoferritin/1-aminoanthracene competitive binding, fluorescence. 350,000 tested, 0.074% active; further: potency means the concentration at half of the fitted maximal effect; on the % scale 0 is the no-effect control and ±100 the full control effect; nearly all actives have a fitted effect of over 20% in size
Target sequence (P02791 2-175 limits assumed): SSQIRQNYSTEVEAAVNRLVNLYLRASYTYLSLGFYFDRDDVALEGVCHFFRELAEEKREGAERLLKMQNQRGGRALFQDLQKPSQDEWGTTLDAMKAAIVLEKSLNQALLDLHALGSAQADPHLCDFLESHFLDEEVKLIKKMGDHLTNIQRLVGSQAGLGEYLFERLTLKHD
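Probe: 1-aminoanthracene (50% saturated, PBS). Protein: horse-spleen apoferritin, 10 uM. Incubation: 10 min, room temperature. Detection: 380 nm excitation, 535 nm emission. Analysis: normalized response, four-parameter Hill.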
APEX1 inh = APE1 (human) endonuclease inhibition. 350,000 tested, 0.35% active. recombinant APE1, TAMRA/BHQ-2 abasic DNA cleavage fluorescence. P27695. Potency, µM (highest dose often 65.8 µM), for the others: at the highest dose activity change, negative = inhibition, usual class: inhibitors;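 further: potency means the concentration at half of the fitted maximal effect; plate controls were vehicle for no effect and reference inhibitor for full effect; nearly all actives have a fitted effect of over 55% in size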
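Kinetic fluorescence read (525 ex/598 em nm, three reads 60 s apart) of AP-site incision; signal = third minus first read. Enzyme 0.75 nM, dual-labelled THF duplex 50 nM, compound preincubation 15 min RT.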
* hit, by the source's call; i = inactive; u = inconclusive; x = no result given; [ ] = another dose, or the depositor's remark. Unless noted, the call rests on the fitted dose curve; in most records, active means well fitted curve in the direction sought with a large enough effect; inconclusive means small, poorly fitted or top-dose-only effect, or another doubt; inactive means no such curve, though single readings can be large; an effect the other way counts as inactive or inconclusive.

entry | SMILES | APEX1 inh | ERG-DNA inh | POLK inh | TRHR agonist | POLI inh | 12-LOX inh | Anesthetic bind | POLB inh | BLM helicase inh
1 | CC(=O)Nc1nc(COc2ccc3ccccc3c2)cs1 | -5% | -2% | -16% | -0.7 | 11% | -22% | -13% | 0% | -8%
2 | Cc1ccc(C)c(S(=O)(=O)N2CCCOC2CNC(=O)C(=O)NCCN2CCOCC2)c1 (configuration not stated) | 9% | -3% | -7% | 0.1 | 22% | i | -1% | 5% | 0%
3 | COc1ccc(Cc2c(C)nn(-c3nc(C)c(C(=O)Nc4ccc(C)cc4C)s3)c2C)cc1 | x | 4% | -3% | -1.0 | -29% | -16% | 3% | 1% | 0%
4 | Cc1ccc(Cn2c(=O)n(Cc3ccccc3Cl)c(=O)c3ccccc32)cc1 | x | 3% | -6% | 0.2 | 26% | 2% | -5% | 4% | -3%
5 | Cc1cc(C)n(-c2ncc3c(n2)N(CCO)CCOC3=O)n1 | 16% | -2% | -4% | 1.1 | -8% | 11% | 4% | 11% | 3%
6 | Cc1cccc(N(Cc2cc3ccccc3[nH]c2=O)C(=O)c2cccc(Cl)c2)c1 | x | -2% | -12% | -0.7 | 18% | -29% | -13% | -13% | 2%
7 | O=C(Cc1nc2ccccc2[nH]1)c1ccc(Br)cc1 | 4% | -6% | 7% | 0.5 | 43%[activator] | 0% | -21% | 33% | -5%
8 | COc1cc(/C=C2/NC(=O)N(CC(=O)Nc3cccc(C)c3)C2=O)ccc1OCC(N)=O | -3% | -4% | -12% | 1.1 | u | -49% | -11% | u | -14%
9 | C=C1CCN([C@@H](CC(C)C)C(=O)NCc2ccccc2)S(=O)(=O)c2ccccc21 | x | -11% | -15% | x | 28% | -12% | x | x | x
10 | CN(c1ccccc1)S(=O)(=O)c1cccc(NC(=O)COc2cccc([N+](=O)[O-])c2)c1 | -15% | -24%[15.4 µM] | -9% | -0.2 | 2% | 0% | x | x | x
11 | O=[N+]([O-])c1ccc(O)c(/C=N/Nc2ccccc2Cl)c1 | -2% | 2% | -7% | 2.6 | 86%[activator] | u | -12% | -26% | 2%
12 | O=C(CNS(=O)(=O)c1ccc2c(c1)OCCCO2)N1CCN(Cc2ccccc2)CC1 | -2% | 2% | 0% | -0.3 | 40%[activator] | 6% | x | x | x
13 | C[C@H](C(=O)OCO/N=[N+](\[O-])N1CCCC1)c1cccc2ccccc12 | 5% | x | -27% | x | 35%[activator] | x | -13% | x | -7%
14 | Cn1c(=O)c2nc(NCc3ccccc3)cnc2n(C)c1=O | 4% | x | 0% | 3.2 | 11% | -10%[57.4 µM] | 226%[activator] | -15% | 0%
15 | Cc1ccc(Cl)cc1NC(=O)c1sc2nc(C)c(C)c(C)c2c1N | x | -3% | 1% | 0.4 | 7% | -14% | 5% | 0% | -3%
16 | COc1ccccc1C1CC(=O)Nc2c1c(=O)n(C)c(=O)n2C (configuration not stated) | -4% | -1% | -1% | 0.4 | 13% | 0% | -5% | 6% | -5%
17 | COc1ccccc1N1C(=S)NC2CS(=O)(=O)CC21 (configuration not stated) | 21% | -11% | -2% | -0.7 | 52%[activator] | -29% | -5% | 31%[activator] | -3%
18 | Cc1ccc(S(=O)(=O)Nc2nnc(C3CCCCC3)s2)cc1 | -7% | -2% | 2% | -1.0 | 22% | 6% | -14% | 46% | -7%
19 | COc1cccc(CN(C(=O)COc2ccc(C)cc2)C2CCS(=O)(=O)C2)c1 (configuration not stated) | -2% | 8% | -2% | -0.3 | 8% | 4% | -9% | 2% | 0%
20 | CC1CCCC(N2CCN(C(=O)c3ccc(F)cc3)CC2)C1 (configuration not stated) | x | -2% | 6% | x | 34% | u | x | x | x

Ordered by value in APEX1 inh (high to low): some entries from above
nr	molecule	APEX1 inh
5	Cc1cc(C)n(-c2ncc3c(n2)N(CCO)CCOC3=O)n1	16%
13	C[C@H](C(=O)OCO/N=[N+](\[O-])N1CCCC1)c1cccc2ccccc12	5%
12	O=C(CNS(=O)(=O)c1ccc2c(c1)OCCCO2)N1CCN(Cc2ccccc2)CC1	-2%
16	COc1ccccc1C1CC(=O)Nc2c1c(=O)n(C)c(=O)n2C (configuration not stated)	-4%
10	CN(c1ccccc1)S(=O)(=O)c1cccc(NC(=O)COc2cccc([N+](=O)[O-])c2)c1	-15%

More records follow:
entry | SMILES | APEX1 inh | ERG-DNA inh | POLK inh | TRHR agonist | POLI inh | 12-LOX inh | Anesthetic bind | POLB inh | BLM helicase inh
21 | O=C(O)C1C2CCC(O2)C1C(=O)NCc1ccccc1Br (configuration not stated) | 0% | 5% | 0% | 0.0 | 32%[activator] | 1% | u | 1% | 1%
22 | CC(C)(C)C(=O)NC1(C(F)(F)F)NC(=O)N(CCc2ccccc2)C1=O (configuration not stated) | 14% | 3% | -10% | 0.9 | 4% | 0% | 1% | 5% | -2%
23 | CC(C)(C)c1ccc(C(=O)N2CCNCC2)cc1 | 2% | 0% | -7% | -0.4 | 9% | u | -11% | 4% | 2%
24 | O=C(COC(=O)c1ccccc1OCc1ccc(F)cc1)NCC1CCCO1 (configuration not stated) | -12% | -1% | -2% | -1.1 | -15% | 18% | x | x | x
25 | NC(=O)C1CCN(c2nc3c(S(=O)(=O)c4ccccc4)nnn3c3ccccc23)CC1 | 24% | -2% | -9% | 0.5 | -15% | -6% | -14% | 8% | 3%
26 | CCCCN(CCCC)C(=O)C1CCN(S(=O)(=O)c2cccc3nsnc23)CC1 | x | -1% | 0% | -1.1 | u | 0% | 61%[activator] | -5% | -2%
27 | Cc1ccc(OCC(=O)Nc2ccc3nc(SCc4ccccc4)sc3c2)cc1 | x | 0% | -8% | -0.1 | 5% | -6% | 6% | 6% | -2%
28 | CC1=NCCN1CCNC(=O)Nc1cc(C)cc(C)c1 | 4% | 3% | 5% | -0.3 | 14% | 160%[activator] | -8% | 7% | 0%
29 | Cc1ccc(C)c(NC(=O)Cc2coc3cc4c(cc23)CCC4)c1 | 0% | 12% | -2% | 0.4 | 21% | -20% | 6% | 6% | -11%
30 | CC1(C(=O)NCc2ccc(Cl)c(Cl)c2)Oc2ccccc2NC1=O (configuration not stated) | -3% | 3% | 0% | 0.3 | 50%[activator] | -24% | -9% | -28% | -1%

Record cards (already shown). Values in the order: APEX1 inh, ERG-DNA inh, POLK inh, TRHR agonist, POLI inh, 12-LOX inh, Anesthetic bind, POLB inh, BLM helicase inh
NC(=O)C1CCN(c2nc3c(S(=O)(=O)c4ccccc4)nnn3c3ccccc23)CC1 is listed with 24%, -2%, -9%, 0.5, -15%, -6%, -14%, 8%, 3%
O=C(COC(=O)c1ccccc1OCc1ccc(F)cc1)NCC1CCCO1 (configuration not stated) is listed with -12%, -1%, -2%, -1.1, -15%, 18%, x, x, x

Reformatted in transposed form: entries from further up
6) Cc1cccc(N(Cc2cc3ccccc3[nH]c2=O)C(=O)c2cccc(Cl)c2)c1
3) COc1ccc(Cc2c(C)nn(-c3nc(C)c(C(=O)Nc4ccc(C)cc4C)s3)c2C)cc1

| assay / entry | 6 | 3 |
| --- | --- | --- |
| APEX1 inh | x | x |
| ERG-DNA inh | -2% | 4% |
| POLK inh | -12% | -3% |
| TRHR agonist | -0.7 | -1.0 |
| POLI inh | 18% | -29% |
| 12-LOX inh | -29% | -16% |
| Anesthetic bind | -13% | 3% |
| POLB inh | -13% | 1% |
| BLM helicase inh | 2% | 0% |

Continued:
entry | SMILES | APEX1 inh | ERG-DNA inh | POLK inh | TRHR agonist | POLI inh | 12-LOX inh | Anesthetic bind | POLB inh | BLM helicase inh
31 | CCOc1ccc(N2CC(C(=O)Nc3nnc(Cc4ccc(OC)cc4)s3)CC2=O)cc1 (configuration not stated) | 31% | 1% | 3% | -0.9 | 103%[activator] | u | -8% | -13% | -6%
32 | Clc1ccccc1CSc1cc2c(nn1)-c1ccccc1CC2 | -3% | 1% | -19% | 2.9 | 0% | 21% | u | 10% | -5%
33 | CCOC(=O)c1nn(-c2ccc(F)cc2)c2c1CC/C2=C/c1ccccc1 | 21% | 3% | -1%[60.1 µM] | 1.3 | 38%[activator] | -22% | 1% | 6% | 3%
34 | CCN(C(=O)COC(=O)c1n[nH]c2ccccc12)C1CCS(=O)(=O)C1 (configuration not stated) | 9% | -2% | -12% | 0.2 | 17% | 0% | 11% | 3% | 0%
35 | CN(C)C(CNC(=O)c1ccc(S(=O)(=O)N(C)C)cc1)Cc1ccccc1 (configuration not stated) | -4% | 2% | 1% | 1.2 | 116%[activator] | 0% | -13% | 17% | 0%

Source: PubChem BioAssay

Some of the compounds tested; the hit share may differ from the screen's.
